T cell HTS: modulators of CD8 T cell-vesicle binding, primary screen, mouse 2C CD8+ T cells, flow cytometry. 2C CD8+ T cell-vesicle binding; active compounds read low. calls only at 7 µM. actives 0.068% (n = 330,000). AID 2052, 2009;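 active means response, share of CD8 T cells binding vesicles, and their 90th percentile fluorescence all below set limits, cut at about 80% in these data, passing the limit was not always enough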
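Material: murine 2C transgenic CD8+ T lymphocytes / Also added: QL9-peptide-loaded Drosophila micro-vesicles bearing Ld, ICAM-1 and B7-1 / Schedule: binding step 1.5 h, 37 °C, antibody labelling 20 min, ice / Signal: flow cytometry, PE anti-B7-1 (FL2) versus Alexa647 anti-CD8 (FL8), PFA-fixed / Evaluation: percent CD8+ FL2 mean versus row control / Benchmarks: naked versus QL9-loaded vesicles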
P. falciparum M1AAP: P. falciparum M1AAP inhibitors, biochemical, fluorogenic H-Leu-NHMec substrate, 1536-well (AID 1445) | Aminopeptidase N (Plasmodium falciparum (isolate 3D7)) | actives 0.42% (n = 220,000) | one-dose inhibition, % at 30 µM; IC50 in µM for titrated hits | recombinant M1AAP, H-Leu-NHMec fluorogenic kinetic assay; higher % means a stronger effect;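 active means primary inhibition above the hit cutoff, then over 50% inhibition at one or more dose response concentrations, cut at about 23% in these data, passing the limit was not always enough; inconclusive means conflicting primary data, or primary hits not chosen for dose response; inactive means low primary inhibition, or under 50% at every dose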;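 further: plate controls were DMSO full reaction for no effect and no enzyme background for full effect; strong numbers were not always called active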
b-catenin transl: modulators of beta-catenin nuclear translocation, primary screen, imaging, HeLa cells, immunofluorescence, high-content. nuclear translocation activity, % at 5 µM. actives 0.3% (n = 190,000);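 active means nuclear translocation activity above 50% at 5 µM, with a well cell count of 50 or more; inconclusive means wells under 50 cells across six images, flagged as toxic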;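 further: per-cell ratio of nuclear to cytoplasmic median beta-catenin stain intensity; plate controls were DMSO negative control for no effect and GSK-3 inhibitor IX positive control for full effect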
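Assay system: human HeLa cells, native beta-catenin; doses: 5 µM primary, 0.02–20 µM confirmation; incubation: compound treatment 24 h, 37°C, 5% CO2; technique: fluorescence imaging of beta-catenin antibody stain plus DAPI; measure: % activation, nuclear-to-cytoplasmic median beta-catenin signal ratio per cell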
Dynein cargo inh: inhibitors of GR-EGFP nuclear translocation, primary screen, dynein cargo transport inhibitor project, imaging, high-content, 3617.4 mouse cells | test concentration mostly 20 µM; stimulated with dexamethasone, 1 µM; active compounds read low | z-score, hits read low | actives 0.47% (n = 220,000) | AID 1381, 2008;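 active means plate z-score of nuclear minus cytoplasmic receptor signal below a set negative limit, without overly bright fluorescence or cell loss, cut at about -3.5 in these data, passing the limit was not always enough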;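 further: z-score of nuclear minus cytoplasmic ring GR-EGFP intensity difference per well; some compounds called inactive have numbers as strong as hits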
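medium = tetracycline-free induction medium containing charcoal-stripped FBS | also added = 1.0 µM final dexamethasone stimulus | schedule = 48 h induction, 1 h compound, 30 min dex at 37 °C | technique = fixed, Hoechst-stained cells imaged at 10x for EGFP | measure = GR-EGFP nuclear translocation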
Yfh1-depleted yeast: enhancers of respiration in Yfh1-depleted yeast, dose response, Friedreich's ataxia, plus single-dose screen (AID 1465); S. cerevisiae Yfh1-off respiration, WST-1 reduction, 72 h; higher fold induction means a stronger effect; fold induction at 50 µM, or EC50 in µM where a hit was titrated; actives 0.074% (n = 220,000);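 active means fold induction of absorbance versus untreated yeast above a set limit, then at least 30% activation at any dose in follow-up; inconclusive means repeats straddling the limit, or above it without dose testing; inactive means fold induction below the set limit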;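 further: activators that raise dye reduction in frataxin-depleted yeast; strong numbers were not always called active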
M17LAP inhibition: P. falciparum M17LAP inhibitors, primary screen, biochemical, fluorogenic H-Leu-NHMec substrate, 1536-well (AID 1619). one-dose inhibition, % at 30 µM; IC50 in µM for titrated hits. actives 0.38% (n = 220,000). Leucine aminopeptidase (Plasmodium falciparum (isolate 3D7)). recombinant M17LAP, H-Leu-NHMec fluorogenic kinetic assay; higher % means a stronger effect;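 active means compound inhibiting the enzyme by more than half at any dose during confirmatory dose-response retesting; inconclusive means strong single-dose inhibitors picked by rank but not retested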;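 further: plate controls were full reaction with DMSO carrier for no effect and no enzyme background for full effect; strong numbers were not always called active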
WT yeast gro inh: growth inhibition of WT strain, primary screen, mitochondrial fusion inhibitor project, WT and mutant strains, chemical genetic | mitochondrial fusion phenotypic screen | inhibition, % at 10 µM | actives 2.1% (n = 190,000); in the data active means inhibition above about 58%; tested in S. cerevisiae
MT stabilize HCS: microtubule stabilizers in HeLa cells, primary screen, imaging, high-content imaging; HeLa tubulin immunostaining HCS, 24 h; share of cells brighter than vehicle mean+2SD; % tubulin-high responders, % at 10 µM; actives 0.83% (n = 200,000); AID 2205, 2009;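 active means plate Z-score above 3 for both tubulin-high and condensed-nucleus cell shares, with cell loss under 80%, at 10 µM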;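 further: anti alpha tubulin signal scored within the nucleus-defined area of each cell; some results filed as inactive read as strong as hits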
Autophagy HCS: autophagy modulators in MEF cells, primary screen, imaging, high-content, MEF GFP-LC3; actives 0.98% (n = 190,000); calls only at 10 µM (by protocol); MEF GFP-LC3 puncta imaging; test concentration mostly 10 µM; AID 463193, 2010;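 active means percentage of spot-positive cells more than 3 SD above its plate mean, without a fluorescence outlier flag or 80% toxicity; inconclusive means no clear call, values can overlap the other calls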;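 further: spot-positive cell cutoff set from DMSO-treated cells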
WT yeast gro inh mutant strain: also measured in WT yeast gro inh; calls as there; inhibition, %; mitochondrial fusion phenotypic screen, mutant strain inhibition
Dynein cargo inh cytoplasmic EGFP: second read-out of Dynein cargo inh, no call of its own (marks repeat the call); z-score; measured here: cytoplasmic GR-EGFP intensity; active compounds read high
Dynein cargo inh nuclear GR-EGFP: second read-out of Dynein cargo inh, no call of its own (marks repeat the call); z-score; measured here: nuclear GR-EGFP intensity;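 lower value marks the stronger effect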
Dynein cargo inh cell count: also measured in Dynein cargo inh; calls as there; z-score; measured here: cell count per field
b-catenin transl cell count 5 µM: recorded beside b-catenin transl, whose call it bears; cell count; measured here: cell count, cytotoxicity flag
T cell HTS vesicle-bound %: second read-out of T cell HTS, no call of its own (marks repeat the call); double positive events, %; measured here: CD8+ vesicle-bound cell fraction;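 binding gate set so that unloaded-vesicle control wells show 10% double positive cells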
MT stabilize HCS Hoechst-high %: also measured in MT stabilize HCS; calls as there; % Hoechst-high responders; measured here: nuclear condensation Hoechst responders;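 share of cells brighter than vehicle mean plus two SD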
MT stabilize HCS cytotoxicity %: recorded beside MT stabilize HCS, whose call it bears; toxicity, %; measured here: cytotoxicity by cell density;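 0% = mean cell density of plate MIN control wells and 100% = no cells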
Autophagy HCS cell loss 18 h: also measured in Autophagy HCS; calls as there; toxicity, %; measured here: cell loss, nuclei count;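 cell loss after 18 h compound exposure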
* hit, by the source's call; i = inactive; ? = inconclusive; · = no result given; + = active, no number. Rows were taken by chance (roughly 4.4% active in at least one column).

Sample of the layout (2 entries):
SMILES	T cell HTS	T cell HTS vesicle-bound %	P. falciparum M1AAP	b-catenin transl	b-catenin transl cell count 5 µM	Dynein cargo inh	Dynein cargo inh cytoplasmic EGFP	Dynein cargo inh nuclear GR-EGFP	Dynein cargo inh cell count	Yfh1-depleted yeast	M17LAP inhibition	WT yeast gro inh	WT yeast gro inh mutant strain	MT stabilize HCS	MT stabilize HCS Hoechst-high %	MT stabilize HCS cytotoxicity %	Autophagy HCS	Autophagy HCS cell loss 18 h
COc1ccc(/C=C/C(=O)c2cc(F)ccc2OC(=O)c2ccccc2C)cc1OC	i	52	6%	40	139	-2	0.32	-1.5	0.11	i	6%	6	-5	9.1	15	50	i	56
CCC(=O)N1CCc2cc(S(=O)(=O)N(CC)c3cccc(C)c3)ccc21	i	52	0%	-0.9	1219	-0.26	-0.062	0.19	-0.12	·	-9%	2	12	1.5	1.5	7.9	i	6

The list itself, from the first entry:
SMILES	T cell HTS	T cell HTS vesicle-bound %	P. falciparum M1AAP	b-catenin transl	b-catenin transl cell count 5 µM	Dynein cargo inh	Dynein cargo inh cytoplasmic EGFP	Dynein cargo inh nuclear GR-EGFP	Dynein cargo inh cell count	Yfh1-depleted yeast	M17LAP inhibition	WT yeast gro inh	WT yeast gro inh mutant strain	MT stabilize HCS	MT stabilize HCS Hoechst-high %	MT stabilize HCS cytotoxicity %	Autophagy HCS	Autophagy HCS cell loss 18 h
COc1ccc(/C=C/C(=O)c2cc(F)ccc2OC(=O)c2ccccc2C)cc1OC	i	52	6%	40	139	-2	0.32	-1.5	0.11	i	6%	6	-5	9.1	15	50	i	56
CCC(=O)N1CCc2cc(S(=O)(=O)N(CC)c3cccc(C)c3)ccc21	i	52	0%	-0.9	1219	-0.26	-0.062	0.19	-0.12	·	-9%	2	12	1.5	1.5	7.9	i	6
COc1ccc(C(=O)NCc2nnc(SCC(=O)N3CCc4ccccc43)n2C2CCCCC2)cc1	i	44	0%	0.1	1119	-0.96	-0.22	-0.69	0.93	·	7%	-3	-5	1.9	2.8	7.1	i	12
O=C(c1ccc(Cl)cc1)n1c(NCc2ccccc2)n[nH]c1=S	i	36	3%	4.5	120	-0.56	-0.37	-0.26	0.36	i	18%	-7	8	2.4	1.6	9.2	i	2
CCN(CC)c1ccc(C=C(c2nnnn2-c2ccccc2)c2nnnn2-c2ccccc2)cc1	i	51	6%	-2.5	1105	-0.58	0.35	-0.46	0.75	i	2%	3	-12	4.5	2.9	0.2	i	9
CC1(C)Cc2c(sc3c2c(=O)n(-c2cccc(Cl)c2)c(=O)n3CC(N)=O)CO1	i	32	1%	-0.9	1273	0.51	-0.11	0.74	-1.6	i	-9%	·	·	·	·	·	·	·
Cc1nc2ccccc2c2oc(C(=O)NCCCN3CCC(C)CC3)cc12	i	35	9%	-0.2	1103	-0.045	-0.12	0.02	-0.2	i	-5%	-1	1	2.7	2.7	7.5	i	-2
O=C1C(=O)N(CC2CCCO2)C(c2ccccc2[N+](=O)[O-])/C1=C(/O)c1ccccc1 (stereo unspecified)	i	45	17%	-0.2	1529	-0.83	-0.26	-1.1	1.5	i	20%	-16	6	3.5	2.7	13	i	-4
O=C(NCC1CCCO1)/C(=C\c1cccc([N+](=O)[O-])c1)NC(=O)c1ccccc1 (stereo unspecified)	i	26	2%	-0.4	1010	-0.42	-0.18	-0.029	0.68	i	-5%	-3	6	1.9	1.4	7.7	i	5
CCOc1ccc(/C=N/O)cc1	i	32	-4%	-3.9	1197	1.1	-0.12	0.48	-0.46	i	1%	-3	-7	1.2	0.9	11	i	-5
COc1ccccc1OCC(=O)Nc1cc(Cl)ccc1Oc1ccccc1	i	17	1%	1.0	1156	0.65	-0.057	0.56	-1.1	i	-7%	39	-6	8.4	1.7	11	i	-2
CC1=CC2=C(OC1N(C)C)c1cccc3cccc(c13)C2=O (stereo unspecified)	i	30	8%	0.4	907	-0.68	-0.13	-0.096	-0.66	i	11%	34	31	2.2	1.3	6.8	i	-5
FC(F)(F)c1cccc(CON=C2CCN(c3ncc(C(F)(F)F)cc3Cl)CC2)c1	i	33	1%	0.6	1355	0.0064	-0.15	-0.34	0.3	i	-2%	14	-29	1.9	1.4	4.2	i	-2
CCc1ccc(NC(=S)Nc2cc(OC)c(NC(=O)C(C)C)cc2OC)cc1	i	13	2%	-2.5	1028	-0.79	-0.37	-0.38	1.7	i	2%	4	1	1.9	1.7	8.3	i	4
Cc1cccc(-c2csc(NC(=O)c3cnccn3)c2C(=O)OC(C)C)c1	i	41	2%	-2.8	1190	-0.3	-0.11	0.051	1.3	i	29%	-4	-6	1.6	0.9	6.8	i	-1
Cc1ccc2[nH]cc(C(=O)CN3CCN(C)CC3)c2c1	i	13	0%	-1.5	1463	-1.1	-0.0092	-0.3	-0.24	i	15%	24	0	3.1	1.6	7.8	i	-3
O=C(Nc1ccccc1)NC1CCN(Cc2c(F)cccc2Cl)CC1	i	4	8%	0.9	1288	0.66	-0.27	0.023	0.12	i	4%	·	·	·	·	·	·	·
Cc1cc2ncn(CCCCOc3ccccc3)c2cc1C	i	42	-3%	-1.9	1169	-1.7	0.1	-0.83	0.67	i	-6%	62*	45*	1.1	1.0	5.2	i	1
CN1CCN(/C=N/C2=C(C#N)C(c3ccccc3)C3=C(CC(C)(C)CC3=O)O2)CC1 (stereo unspecified)	i	19	-1%	-0.7	1316	0.94	-0.24	-0.61	0.0016	i	10%	8	10	1.5	1.3	5.4	i	0
COC(=O)c1cc(C)nc(N)c1C#N	i	43	?	0.2	1119	0.8	0.0026	0.53	0.74	i	-88%	-17	3	3.6	1.8	5.2	i	2
O=C1C2C3C=CC(C3)C2C(=O)N1/N=C/c1cn(Cc2ccc(F)cc2)c2ccccc12 (stereo unspecified)	i	48	8%	9.2	1117	-0.21	-0.19	-0.37	0.21	i	40%	-7	-9	2.7	2.6	4.2	i	10
CC1(C)CC(=NO)CC(C)(C)N1	i	49	4%	-2.1	805	-0.63	-0.26	-0.06	0.21	i	2%	13	18	4.7	2.2	7.5	i	-3
COc1cccc2c3c(c(C)nc12)CCN3c1ccccc1	i	6	2%	-0.3	1574	1.3	-0.2	1.2	-0.62	i	3%	11	8	2.7	0.9	3.1	+	18*
OC(c1ccc(Cl)cc1Cl)C(Cc1cccnc1)n1cncn1 (stereo unspecified)	i	15	4%	0.1	1086	-0.81	-0.16	-0.47	0.44	i	-3%	-3	11	1.5	2.1	7.9	i	13
COC1=C(N)C(=O)c2nc(-c3nc(C(=O)O)c(C)c(-c4ccc(OC)c(OC)c4O)c3N)ccc2C1=O	i	9	10%	·	·	-2.8	0.4	-0.63	0.54	i	26%	-25	1	42	7.7	86	i	19
CC(=O)c1ccc(OCC(O)CN2CCOCC2)cc1 (stereo unspecified)	i	6	0%	·	·	-0.45	-0.27	-0.094	0.56	i	6%	16	9	4.2	2.9	4.9	i	3
CC(C)(C)/C(O)=C/c1nc2ccccc2oc1=O	i	46	5%	-0.6	920	-2.6	-0.032	-1.3	1.6	i	6%	39	40	4.1	2.8	6.8	i	-3
Cc1ccc(C)c(-c2cc(C(=O)NNC(=S)NCC(C)C)c3ccccc3n2)c1	i	34	-11%	1.2	1076	0.38	-0.16	0.37	-0.25	i	2%	-17	1	4.2	1.6	7.0	i	7
O=C(Nc1ccc(N2CCOCC2)cc1)C1CCCN(S(=O)(=O)c2cccc(C(F)(F)F)c2)C1 (stereo unspecified)	i	14	4%	-2.2	1097	2	-0.089	0.93	-1.4	i	-16%	-9	-9	2.2	1.9	10	i	-1

3 entries from above, arranged by the value under P. falciparum M1AAP, smallest number first:
canonical_smiles	T cell HTS	T cell HTS vesicle-bound %	P. falciparum M1AAP	Dynein cargo inh	Dynein cargo inh cytoplasmic EGFP	Dynein cargo inh nuclear GR-EGFP	Dynein cargo inh cell count	M17LAP inhibition	WT yeast gro inh mutant strain	MT stabilize HCS Hoechst-high %
COc1ccccc1OCC(=O)Nc1cc(Cl)ccc1Oc1ccccc1	i	17	1%	0.65	-0.057	0.56	-1.1	-7%	-6	1.7
COc1cccc2c3c(c(C)nc12)CCN3c1ccccc1	i	6	2%	1.3	-0.2	1.2	-0.62	3%	8	0.9
CC1=CC2=C(OC1N(C)C)c1cccc3cccc(c13)C2=O (stereo unspecified)	i	30	8%	-0.68	-0.13	-0.096	-0.66	11%	31	1.3

Screening data (PubChem)
